Screening data: PubChem, several laboratories
Platelet DG rel: inhibitors of platelet dense granule secretion, primary screen, cell-based, MLPCN, human platelets | human platelet-rich plasma, SFLLRN dense granule ATP release, luminescence | inhibition, %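 (compounds screened at 7.5 µM in platelet-rich plasma)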 | 300,000 tested, 0.22% active | AID 1663, 2009;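 active = mean replicate score, as percent of positive control, at or above 50; inconclusive = mean below 50 but at least one replicate at or above 50; inactive = mean and every replicate below 50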
HSF1 inh: HSF1 inhibitors in luciferase reporter cells, primary screen, cell-based, NIH3T3, luminescence; activity change, negative = inhibition, % at 7.5 µM (by protocol); NIH3T3-HGL HSE-luciferase, MG132-induced, luminescence 8 h; stronger effect = lower value; AID 2098, 2009; 300,000 tested, 0.77% active;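 active = more than half of replicate wells show activity change below -50%, luminescence cut by over half; inconclusive = some wells, but at most half, below -50%; inactive = no replicate well below -50%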;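 note: luciferase reports HSF-1 transcriptional activity via heat shock element; 0% = median of DMSO wells and -100% = zero luminescence signal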
GSK3 alpha inh: blockers of GSK3A enzyme activity – biochemical, luminescence, cell-free homogeneous, HTS, primary screen; Glycogen synthase kinase-3 alpha (Homo sapiens), P49840; GSK-3 alpha kinase, ADP-Glo luminescence, 60 min; 320,000 tested, 0.1% active; inhibition, % at 10 µM;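 in the data active = inhibition above about 50%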;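 note: GST-tagged GSK-3 alpha with peptide substrate and 25 µM ATP; 0% = DMSO neutral wells and 100% = GW8510 positive control wells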
Target sequence (P49840 whole entry, looked up): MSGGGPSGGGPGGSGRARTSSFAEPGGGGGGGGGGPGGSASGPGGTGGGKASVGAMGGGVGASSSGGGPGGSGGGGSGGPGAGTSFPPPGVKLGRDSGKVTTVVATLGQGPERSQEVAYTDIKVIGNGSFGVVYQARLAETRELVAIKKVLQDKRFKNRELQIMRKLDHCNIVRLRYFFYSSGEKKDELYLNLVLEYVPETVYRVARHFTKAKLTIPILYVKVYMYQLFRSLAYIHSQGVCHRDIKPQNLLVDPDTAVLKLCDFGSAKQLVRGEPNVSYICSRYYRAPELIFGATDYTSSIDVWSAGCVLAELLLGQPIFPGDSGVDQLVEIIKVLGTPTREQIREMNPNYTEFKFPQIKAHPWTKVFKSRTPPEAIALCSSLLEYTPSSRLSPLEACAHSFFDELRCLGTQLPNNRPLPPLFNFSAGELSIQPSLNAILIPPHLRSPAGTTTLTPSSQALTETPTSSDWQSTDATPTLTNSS
PolyA inhibitor: polyadenylation inhibitors in yeast reporter cells, primary screen, luminescence, S. cerevisiae | calls only at 12 µM | AID 1875, 2009 | 300,000 tested, 0.02% active | S. cerevisiae SKY197-pL101 polyadenylation reporter, beta-gal luminescence; efflux-impaired pdr1/pdr3 knockout yeast; score 100 = 6 SD above DMSO;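 active = lowest replicate activity score at least 50, where 100 means six control SD above control mean; inconclusive = lowest score under 50 but half or more replicates reach 50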;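 note: yeast exposed to compound for 9 h at 30 °C; higher score means more reporter readthrough which indicates perturbed polyadenylation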
HSF1 activator: HSF-1 activators, primary screen, NIH3T3-HGL cells, MG132 stress, luminescence, single point; NIH3T3-HGL HSF-1 luciferase reporter, 8 h; 100% = twice DMSO control signal; activation, % at 9 µM; 300,000 tested, 1.7% active;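 active = mean replicate activation of at least 50% with a set share of replicates each reaching 50%; inconclusive = only one of those two conditions met; inactive = mean below 50% and too few replicates reaching it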;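 note: 0% = median of the neutral control wells and 100% = twice that signal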
AI-2 QS mod: Vibrio harveyi AI-2 quorum sensing modulators, primary screen, JMH597 strain, luminescence/OD600 ratio | Vibrio harveyi JMH597 AI-2 luminescence/OD600 ratio, 9 h; stronger effect = lower value; strain lacks LuxN and CqsS sensors; 0 = neutral-control median | activity change, % at 7.5 µM | 300,000 tested, 0.4% active | AID 2094, 2009; in the data active = activity change below about -75%, passing the limit was not always enough; inconclusive = no clear call, values can overlap the other calls;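 note: luminescence divided by OD600 gain over 9 h not by final OD600 alone; inactives centre near 13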
DYRK1A inh: rat Dyrk1A kinase inhibitors, primary screen, biochemical, single point, plate reader; Dual specificity tyrosine-phosphorylation-regulated kinase 1A (Rattus norvegicus), Q63470; ADP-Glo luminescence, NFATc1 peptide; inhibition, % at 12.5 µM; 310,000 tested, 0.43% active; AID 504441, 2011; in the data active = inhibition above about 50%;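 note: plate controls were vehicle with enzyme for no effect and no enzyme for full effect; many of its hits are not listed in these tables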
HSP90 refold inh: HSP90 inhibitors, primary screen, cell lysate, luminescence. Rabbit reticulocyte lysate, luciferase refolding luminescence, 3 h. Heat shock protein HSP 90 (rabbit reticulocyte lysate; luciferase refolding). 290,000 tested, 0.91% active. inhibition, % at 5.6 µM;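 active = inhibition above the screen-wide mean plus 3 SD, computed separately per campaign, cut at about 16% in these data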;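 note: 0% = DMSO wells and 100% = 60 µM geldanamycin wells; inhibitors lower the luminescence because luciferase stays unfolded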
HDAC3 inh: HDAC3 deacetylase inhibitors, primary screen, biochemical, fluorescence, cell-free homogeneous. inhibition, % at 8.3 µM. recombinant HDAC3, fluorogenic peptide/trypsin coupled. Histone deacetylase 3 (Homo sapiens), O15379. 320,000 tested, 0.15% active; in the data active = inhibition above about 26%, passing the limit was not always enough; inconclusive = no clear call, values can overlap the other calls
GSK3beta inhib: human GSK3beta kinase inhibitors, primary screen, biochemical, cell-free homogeneous, HTS | Glycogen synthase kinase-3 beta (Homo sapiens), P49841 | GST-GSK3beta kinase, ADP-Glo luminescence, 60 min; stronger effect = lower value | activity score (negative = inhibition), % at 10 µM | 300,000 tested, 0.038% active | AID 2097, 2009;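 active = more than half of replicate wells score below -50%, meaning over 50% inhibition versus plate controls; inconclusive = some replicates but at most half score below -50%; inactive = no replicate scores below -50%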;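 note: 0% = median DMSO wells and -100% = median GW8510 positive control wells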
Target sequence (P49841 whole entry, looked up): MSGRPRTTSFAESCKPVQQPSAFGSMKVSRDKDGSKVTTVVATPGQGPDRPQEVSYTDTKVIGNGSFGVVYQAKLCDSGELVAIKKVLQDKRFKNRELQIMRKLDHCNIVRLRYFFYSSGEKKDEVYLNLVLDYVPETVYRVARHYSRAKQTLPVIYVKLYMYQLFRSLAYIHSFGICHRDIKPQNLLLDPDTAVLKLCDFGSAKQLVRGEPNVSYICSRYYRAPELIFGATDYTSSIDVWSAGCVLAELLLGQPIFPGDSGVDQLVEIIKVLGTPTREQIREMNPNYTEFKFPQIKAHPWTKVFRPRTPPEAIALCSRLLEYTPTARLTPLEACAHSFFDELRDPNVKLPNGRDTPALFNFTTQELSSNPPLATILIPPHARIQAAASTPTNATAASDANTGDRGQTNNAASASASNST
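Assay system: GST-tagged human GSK3beta kinase, cell-free; Input: 1.6 ng GSK3beta; Medium: Tris/MgCl2 kinase buffer; Timing: 60 min enzyme reaction, room temperature; Signal: ADP-Glo luminescence quantifying ADP generated by kinase; Evaluation: score relative to plate controls; Benchmarks: DMSO neutral wells and GW8510 at 20 µM as positive.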
Numbers without * were called inactive; i = inactive; ? = inconclusive; . = not tested or not shown.

SMILES | Platelet DG rel | HSF1 inh | GSK3 alpha inh | PolyA inhibitor | HSF1 activator | AI-2 QS mod | DYRK1A inh | HSP90 refold inh | HDAC3 inh | GSK3beta inhib
COc1ccc(Cc2c(N)nc(C)nc2N)cc1 | 2 | -2 | -2 | i | -7 | 40 | -1 | 1 | 0 | -2
CCOC(=O)/C(C#N)=C/c1cc2ccc(C)cc2nc1Cl | 4 | -5 | -1 | i | -8 | 14 | 3 | 3 | -4 | -2
CCOC(=O)c1c(NC(=O)C2c3ccccc3Oc3ccccc32)sc(C(=O)N(CC)CC)c1C | -15 | 12 | -1 | i | 36 | 23 | -1 | -1 | 16 | 1
CSc1ncc(Cl)c(C(=O)NCc2ccc3c(c2)OCO3)n1 | 2 | -2 | 1 | i | -8 | 11 | 6 | -3 | -9 | 1
N#CCCN(C(=O)COC(=O)C1CCN(S(=O)(=O)c2cccs2)CC1)c1ccccc1 | -1 | -4 | -1 | i | 10 | 1 | 1 | 3 | 9 | 1
COC(=O)C1CCN(C(=O)c2sc3nc(-c4ccccc4)cn3c2C)CC1 | -2 | -72* | 0 | i | -78 | 25 | 5 | 3 | 1 | 2
COc1ccc(N(CC(=O)Nc2ccccc2C(=O)NCC(C)C)S(C)(=O)=O)cc1 | 6 | 5 | 0 | i | 3 | 7 | -7 | -3 | -2 | 1
O=C(CNCC1CCCCC1)Nc1ccc(N2CCCCC2)cc1 | -5 | -3 | 1 | i | -4 | 5 | . | 2 | 0 | 0
CCOCCCNC(=O)C(NC(=O)CNC(C)=O)c1ccc(C)cc1 (stereo not given) | -6 | 8 | 2 | i | 0 | 19 | -1 | -1 | 0 | 2
O=C(/C=C\c1cn(-c2ccccc2)nc1-c1ccc2c(c1)OCCO2)N1CCOCC1 | 10 | 9 | . | i | 6 | 9 | 1 | 2 | 0 | -2
Cc1cc(N2C(=O)C3C4C=CC(C4)C3C2=O)ccc1NC(=O)c1cccs1 (stereo not given) | -5 | 1 | -1 | i | -8 | 11 | 2 | 2 | 0 | 1
O=C(CCC(=O)N1CCOc2ccccc21)NC1CCCCCC1 | -1 | -4 | -1 | i | 11 | 11 | 4 | 0 | 2 | -3
CCn1ccnc1CN(C)Cc1cn(-c2cccc(C)c2)nc1-c1cccc(F)c1 | 4 | 5 | 0 | i | 6 | 22 | 3 | -6 | 18 | 1
CN(CC(=O)Nc1ccccc1N1CCOCC1)S(=O)(=O)c1ccc(F)cc1 | 2 | 3 | -1 | i | -3 | 15 | 2 | 1 | 1 | 2
Cc1cc(C)c(S(=O)(=O)N2CCN(c3ccc([N+](=O)[O-])c(NCc4ccco4)c3)CC2)c(C)c1 | 4 | 2 | -1 | i | -5 | 11 | . | 1 | 1 | 0

Entries of single compounds as entered above.
CCOC(=O)c1c(NC(=O)C2c3ccccc3Oc3ccccc32)sc(C(=O)N(CC)CC)c1C reads Platelet DG rel: -15; HSF1 inh: 12; GSK3 alpha inh: -1; PolyA inhibitor: i; HSF1 activator: 36; AI-2 QS mod: 23; DYRK1A inh: -1; HSP90 refold inh: -1; HDAC3 inh: 16; GSK3beta inhib: 1
CSc1ncc(Cl)c(C(=O)NCc2ccc3c(c2)OCO3)n1 reads Platelet DG rel: 2; HSF1 inh: -2; GSK3 alpha inh: 1; PolyA inhibitor: i; HSF1 activator: -8; AI-2 QS mod: 11; DYRK1A inh: 6; HSP90 refold inh: -3; HDAC3 inh: -9; GSK3beta inhib: 1

Remaining list, next part.
SMILES | Platelet DG rel | HSF1 inh | GSK3 alpha inh | PolyA inhibitor | HSF1 activator | AI-2 QS mod | DYRK1A inh | HSP90 refold inh | HDAC3 inh | GSK3beta inhib
CCCc1cc(NCCCCO)n2c(nc3ccccc32)c1C#N | -3 | 10 | -1 | i | -3 | 11 | 11 | -3 | 2 | 0
O=C(N/N=C(\c1ccccc1)c1cccnc1)C(O)(c1ccccc1)c1ccccc1 | 4 | -2 | . | i | 15 | 29 | 12 | -8 | . | 1
COc1ccc(NC(=O)Cc2nnc(SCC(=O)NC3=NCCS3)n2C)cc1 | 13 | -4 | -3 | i | 14 | 13 | -2 | -3 | 3 | -4
CCN(CC)S(=O)(=O)c1cc(NC(=O)COC(=O)c2sc3ccccc3c2Cl)ccc1C | 2 | -17 | 2 | i | -26 | 30 | -5 | 3 | -7 | -3
Cn1cnc2c(=O)[nH]cc([N+](=O)[O-])c21 | 0 | 0 | -2 | i | -14 | 6 | -18 | 1 | -5 | 3
Cc1cc(C)c(S(=O)(=O)N2CCCCC2CCNC(=O)C(=O)NCc2ccccn2)c(C)c1 (stereo not given) | 7 | 0 | 0 | i | -2 | 36 | 0 | . | . | 3
CSc1nc2ccc(NC(=O)c3ccc(F)c(F)c3)cc2s1 | 4 | 9 | 0 | i | ? | 16 | -2 | -1 | 4 | 1
CC[C@H](C)[C@H](NC(N)=O)C(=O)NCCc1ccc(OC)cc1 | -5 | -5 | -2 | i | 2 | -3 | 2 | 2 | -1 | -5
NC(=O)CS(=O)(=O)c1nc2ccccc2n1Cc1ccccc1F | 4 | 6 | -1 | i | 0 | 22 | -1 | 0 | 9 | 3
COc1cccc(-n2c(Cc3cc(=O)[nH]c(=O)[nH]3)nnc2SC(C)C)c1 | 17 | 0 | -2 | . | 6 | 30 | 0 | 4 | 3 | 2
COc1ccc(S(=O)(=O)N2CCC(C(=O)NCc3ccc(C)cc3)CC2)cc1 | 7 | 5 | -2 | i | -2 | 39 | -2 | 0 | 7 | -1
CCN1C(=O)[C@H]2[C@@H](c3ccc(C)cc3)N3C(=O)N(c4ccc(OC)cc4)C(=O)[C@@]3(Cc3ccc(Cl)cc3)[C@H]2C1=O | 3 | 2 | -3 | . | 11 | 24 | 12 | -4 | -2 | 4
COCCNC(=O)Cn1nc(-c2ccccc2)c2ccccc2c1=O | 0 | 0 | -2 | i | 24 | 14 | 2 | 3 | -2 | 2
COc1ccc(NC(=O)/C(Cl)=C(/Cl)S(=O)Cc2ccc(C)cc2)cn1 (stereo not given) | 59* | -95* | 0 | i | -94 | 61 | 10 | 10 | 9 | 0
CCc1c(C)sc(NC(=S)N2CCN(C(=O)C3CCCO3)CC2)c1C(=O)OC (stereo not given) | -8 | -5 | . | i | 20 | -12 | 1 | -2 | ? | 0
COc1ccccc1OC(C)C(=O)N1CC(=O)Nc2ccccc21 (stereo not given) | -1 | 2 | -2 | i | 33 | . | -5 | 1 | -3 | .
O=C(Nc1nc2ccccc2[nH]1)c1ccc(Cl)c(S(=O)(=O)N2CCCC2)c1 | 13 | 9 | . | i | 28 | 25 | 22 | -3 | 8 | -2
O=C1/C(=C/c2ccccc2)CCC1C1CCCC1 (stereo not given) | -2 | 14 | -3 | i | 30 | 22 | 0 | -1 | 0 | 2
Oc1[nH]c2ccccc2c1N=Nc1ccc(F)cc1 | 7 | 18 | 0 | i | 19 | 7 | -5 | -1 | -1 | 0
CCCCN(CCCC)CCNC(=O)c1cn(C)c2ccc(S(=O)(=O)N3CCCC3)cc2c1=O | -2 | -14 | 3 | i | 12 | 18 | -7 | -3 | 5 | -1
COCc1cc(C)nc(Nc2ccc(C)cc2C)c1C#N | -4 | -3 | -4 | i | 6 | 7 | -5 | -4 | -2 | -1
COc1ccc(CNC(=O)C(C)Sc2nc3ccccc3c(=O)n2CCCN2CCOCC2)cc1 (stereo not given) | -1 | 4 | -2 | i | -8 | -5 | . | -6 | 4 | 2
C=CCN(CC=C)c1nc2ccccc2nc1C(C#N)C(=O)OCCOC (stereo not given) | -6 | 5 | 20 | i | 18 | 23 | -6 | 2 | -20 | 0
CCc1nc2c(C#N)c(-c3ccc(Cl)cc3)ccn2n1 | . | -1 | 0 | i | 1 | 10 | -13 | 2 | -5 | 2
CCN1CCCC1CNC(=O)c1ccc(N2CCOCC2)c(NS(=O)(=O)c2ccc(OC)cc2)c1 (stereo not given) | 3 | -5 | -1 | i | 16 | 10 | -1 | 1 | 2 | -9
COC(=O)c1ccccc1NC(=O)C1=CC(c2cccs2)=NS(=O)(=O)N1C | 7 | 0 | 0 | . | 2 | 17 | 11 | -1 | -5 | -1
COc1ccc(CN=C2NC(=O)CC(C(=O)Nc3cc(C)cc(C)c3)S2)cc1 (stereo not given) | 3 | 4 | 1 | i | 28 | 38 | 1 | -3 | 0 | 3
Cc1c(Cl)c(C(=O)N2CCCCCC2)nn1C | -1 | -5 | -1 | i | -8 | 34 | 1 | -7 | -4 | 0
CS(=O)(=O)N1CCC(NC(=O)Cc2ccccc2)CC1 | -11 | 2 | -2 | i | 0 | 5 | -4 | 2 | 0 | 0
CCn1c(SCC(=O)NNC(=O)c2ccco2)nnc1-c1ccco1 | -4 | 0 | 10 | i | 0 | -5 | 3 | -3 | -2 | 1
COc1ccc(S(=O)(=O)Nc2ccc(O)c(Sc3nc4ccccc4s3)c2)cc1 | -1 | -7 | -3 | i | -1 | 35 | 0 | -4 | 5 | 0
COc1cc(C)ccc1OCc1cc(C(=O)NCCN2CCOCC2)no1 | 4 | 18 | 12 | i | 22 | 21 | 0 | -9 | 15 | -2
Cc1ccccc1SCC(=O)N/N=C/c1ccc(F)cc1 | 10 | -2 | -2 | i | 36 | 14 | 0 | -3 | 4 | 5
CCC(C)[C@H]1CNCCN1CCc1cccc(F)c1 (stereo not given in full) | 1 | 0 | -2 | i | -4 | 7 | 6 | . | 7 | -3
CC(=O)Nc1ccc(/C=N/Nc2nc3ccccc3[nH]2)cc1 | 9 | 88 | -1 | i | 128* | 5 | -1 | 0 | 6 | 1
C=CCn1c(=O)c2ccccc2n2c(SCC(=O)c3ccccc3)nnc12 | -6 | 24 | -23 | i | 22 | -10 | 9 | 1 | 1 | 1
COc1ccc(S(=O)(=O)Nc2cc(C)ccn2)cc1OC | -2 | -14 | -3 | i | -13 | 24 | 0 | -2 | -6 | 3
COCCOC(=O)C(CC(=O)O)NCc1ccco1 (stereo not given) | -5 | -4 | 0 | . | -9 | 17 | 2 | 3 | 5 | 0

An excerpt; the hit share may differ from the screen's.
